From PubChem BioAssay
All columns: NCI-60 one-dose screen, growth in % after 48 h at 10 µM unless noted; 100 = growth as untreated, 0 = no growth, -100 = all killed.
TK-10: TK-10 renal cancer cells; actives 3.9% (n = 81,000); AID 1794769
RXF 393: RXF 393 renal cancer cells | AID 1794773 | actives 6.9% (n = 77,000)
ACHN: ACHN renal cancer; AID 1794771; actives 4.9% (n = 81,000)
A498: A498 renal cancer cells; actives 5.4% (n = 76,000); AID 1794774
CAKI-1: CAKI-1 renal cancer. actives 4.7% (n = 75,000). AID 1794772
OVCAR-3: OVCAR-3 ovarian cancer | AID 1794787 | actives 7% (n = 79,000)
OVCAR-5: OVCAR-5 ovarian cancer. actives 2.9% (n = 82,000)
OVCAR-8: OVCAR-8 ovarian cancer. AID 1794782. actives 4.4% (n = 81,000)
* marks the source's active call; other numbers are inactive results; · = not tested or not shown; & = joins results of further samples; [ ] = remark or other dose. The calls were made as follows: active = growth percent below 10; inactive = the rest. Some of the compounds tested; the hit share may differ from the screen's.

SMILES	TK-10	RXF 393	ACHN	A498	CAKI-1	OVCAR-3	OVCAR-5	OVCAR-8
Fc1ccc(-n2cc(COc3ncnc4sc5c(c34)CCCC5)nn2)cc1	103	102	103	·	95	107	98	101
Cc1ccc2nc(NC(=O)CSc3nc(-c4ccccc4)c(C#N)c(=O)n3Cc3ccccc3)sc2c1	119	76	93	86	69	59	108	93
ClC1CC2CCC1C2 (stereo not drawn)	106	123	108	88	100	112	109	103
Cn1c(SCc2ccccn2)nc2c1c(=O)[nH]c(=O)n2C	92	87	96	39	·	121	96	95
C=CC(C)(O)CC/C=C(\CO)C(=O)OCC1OC(OC(=O)[C@]23CCC(C)(C)C[C@H]2C2=CC[C@@H]4[C@@]5(C)CC[C@H](OC6OC(COC7OC(C)C(O)C(O)C7OC7OCC(O)C(O)C7O)C(O)C(O)C6NC(C)=O)C(C)(C)[C@@H]5CC[C@@]4(C)[C@]2(C)C[C@H]3O)C(OC2OCC(O)(CO)C2O)C(O)C1O (stereo partly drawn)	104	·	126	103	100	112	108	53
Cc1ccc(Br)c(C(=O)O)c1	·	125	100	85	102	104	100	101
CCSc1nc(-c2cccnc2)cc(-c2ccc(OC)c(OC)c2)c1C#N	98	84	80	72	99	89	102	79
CC(=O)O[C@H]1CC[C@]2(C)[C@H]3CC=C4[C@@H]5CC(C)(C)CC[C@]5(C(=O)NCCNCCNCCN)CC[C@@]4(C)[C@]3(C)CC[C@H]2C1(C)C	97	65	-25*	55	78	-31*	10	-0.7*
COC(=O)C1NC(=S)N(c2ccc(Cl)cc2)C1/C=C/c1ccccc1 (stereo not drawn)	105	110	96	·	91	101	100	101
COc1ccc(/C=N/n2cnc3oc(-c4ccccc4)cc3c2=N)cc1	78	66	50	51	95	55	52	92
Cc1cc(=O)oc2cc(Oc3nc(-c4cccs4)cn4c(-c5cccs5)cnc34)ccc12	54	64	57	64	68	68	94	53
CCCCCCCCOC(=O)c1cc(O)c(O)c(O)c1	70	44	35	98	77	61	98	60
CCN(CC)CCCNC(=O)c1ccc(N)cc1O	106	91	98	56	106	107	99	103
CC1=NN(c2ccccc2)C(=O)C1N=Nc1c(O)cc(S(=O)(=O)O)c2ccccc12 (stereo not drawn)	322	92	88	102	67	98	104	94
O=C1NC(=O)C2(CCCC2)N1	113	·	110	106	97	110	96	123
O=C1S/C(=C\c2ccccc2)C(=O)N1Cc1cc2ccccc2nc1Cl	109	116	98	92	93	·	108	103
Cc1ccc(N[C@H]2[C@H]3OC(C)(C)O[C@H]3[C@@H](C3COC(C)(C)O3)O[P@]2(=O)c2ccccc2)cc1 (stereo partly drawn)	101	108	102	92	97	106	92	108
CCC(CC)C(=O)OC(C)COc1ccccc1C(C)CC (stereo not drawn)	90	103	108	90	93	107	98	103
COc1cc(-c2nn(-c3ccccc3)cc2-c2ccnc(NCCNS(=O)(=O)c3ccc(Cl)cc3)n2)ccc1Cl	43	35	15	32	29	35	69	36
COc1cccc(-n2cc(C#N)c(N)c2C(=O)c2ccc(C)cc2)c1	103	89	95	111	72	107	97	97
COc1ccc(/C=C2\SC(=O)N(Cc3cc(=O)oc4ccc(Cl)cc34)C2=O)cc1	108	137	107	113	·	104	100	108
Cc1ccc(O)cc1	97	109&109	109&97	87&111	105&92	112&125	109&105	102&102
Nc1c(C(=O)Nc2cccc3ccccc23)sc2nc3c(cc12)CCCCC3	63	17	54	-1.5*	·	-25*	44	21
Cc1ccc2[nH]c3nc4cc(N5CCC(N6CCOCC6)CC5)cnc4c(C)c3c2c1	104	96	97	114	102	103	99	97
Oc1ccc(-c2ccc3c(c2)ncn3-c2cccc(F)c2)cc1	104	104	95	70	76	·	111	79
Nc1ccc(C2=CC(c3ccc(Cl)cc3)N3C=CSC3=N2)cc1 (stereo not drawn)	-30*	-93*	-100*	-94*	-19*	-63*	-66*	-1.8*
CNC(=O)c1cc(Oc2cccc3nc(NC(=O)Nc4cc(C(F)(F)F)cc(C(F)(F)F)c4)ccc23)ccn1	-25*	27	-26*	-36*	24	-15*	33	37
Nc1ccc(C(=O)Nc2cccc(-c3nc4ccccc4c(=O)[nH]3)c2)cc1	104	110	92	107	92	98	85	97
Cc1nn(-c2ccccc2)c2nc(C)n(C(=O)N/N=C/c3ccccc3)c(=O)c12	123	111	95	112	77	118	101	101
CC(C)[C@H](CO)Nc1nc(Nc2ccc(C(=O)NCCNS(=O)(=O)c3cccc4c(N(C)C)cccc34)c(Cl)c2)c2ncn(C(C)C)c2n1	·	-57*	43	-9.1*	49	20	49	9.9*
O=C(O)CCNC(=O)CSc1nnc(-c2ccc(NC(=O)c3cccnc3)cc2)o1	102	108	104	95	93	124	102	100
CCN(CC)c1ccc(/C=N\N2CCCCCC2)cc1	91&104	116&114	91&118	82&94	115&96	96&102	91&116	100&97
CCOC(=O)c1ccc(NC(=O)Nc2nnc(C)c(C)n2)cc1	122	·	100	105	81	121	93	97
Cc1ccc(/C=C2\Oc3cc(C)c(Cl)c(C)c3C2=O)cc1	133	81	89	97	84	101	107	98
Cc1cc(N=C2C=CC(=O)C=C2)c(N)cc1N	122	112	90	110	102	102	97	103
NC1NNC(=S)S1 (stereo not drawn)	104	103	96	89	84	113	92	96
ClC(Cl)(Cl)C(c1ccccc1)c1ccccc1	90	113	109	96	110	108	110	100
O=Cc1cc2ccccc2nc1-n1cnc2ccccc21	119	109	97	106	94	105	103	103
CCCCCC1CC1/C=C(\F)C(=O)OCC (stereo not drawn)	103	119	108	135	92	133	110	106
COc1ccc2nc3cc(Cl)ccc3c(N3CCN(c4ccnc(N5CCN(C)CC5)n4)CC3)c2c1	8.2*	10	37	68	50	-39*	81	41
COc1cc(-c2nc(SC(C)C)nc(Nc3ccc([N+](=O)[O-])cc3[N+](=O)[O-])c2C#N)cc(OC)c1OC	118	124	96	68	74	109	101	99
CCOC(=O)C(C(=O)OCC)C(=O)c1cc(OC)c(OC)c(OC)c1	120	104	106	99	98	102	110	109
O=C1/C(=C\c2cn(Cc3ccccc3)c3ccc(Br)cc23)c2ccccc2N1c1c(Cl)cccc1Cl	102	101	104	·	83	119	99	98
N#Cc1c(-c2ccc(F)cc2)nc(N/N=C/c2ccc[nH]2)nc1N1CCOCC1	73	25	74	48	·	86	96	87
COC1c2occc2C(OC)C2C3C(=C(C)OC12)Sc1nc(-c2ccccc2)c(C#N)c(N)c13 (stereo not drawn)	112	100	96	·	87	108	105	94
O=C(Oc1ccc(/C=C/c2cc(OC(=O)c3c(Cl)cccc3Cl)cc(OC(=O)c3c(Cl)cccc3Cl)c2)cc1)c1c(Cl)cccc1Cl	107	105	101	105	·	103	105	98
COC(=O)CC1CSC(=S)N1c1ccc(F)c(F)c1 (stereo not drawn)	93	102	101	89	90	104	101	103
CCCCCCNC(=O)Oc1ccc(/C(=C(/C)c2ccc(Cl)cc2)c2ccc(OCCN3CCCCCC3)cc2)cc1	96	44	87	75	65	·	83	78
COc1ccc(-c2nc3ncccn3c2-c2nc3ccc(F)cc3[nH]2)cc1	110	93	96	83	99	91	110	·
COc1ccc(C2CC(c3cnccn3)=NN2)cc1OC (stereo not drawn)	83	100	·	112	·	102	114	97
O=C(CCN1C(=O)CCC1=O)Nc1ncc(Cc2ccc(Cl)cc2Cl)s1	104	101	94	106	80	101	99	99
COc1cc(/C=C\c2cc(/C=C\c3ccc(O)c(OC)c3)n(C(=O)CNc3ccccc3OC)n2)ccc1O	113	90	45	105	·	60	102	85
COc1ccc(Nc2ncccc2C(=O)NCc2cn(Cc3cccc(Oc4ccccc4)c3)nn2)c(OC)c1	65	6.0*	48	-3.0*	45	-58*	51	43
O=C(c1cc[n+](CCc2ccccc2)cc1)N1CCOCC1	101	115	107	107	95	117	106	95
Nc1n[nH]c2cccc(C#Cc3cccc(NC(=O)c4cccc(C(F)(F)F)c4)c3)c12	41	-14*	29	15	·	49	31	47
COc1cc2c(cc1OC)C1c3ccccc3NC(=O)N1CC2 (stereo not drawn)	102	106	103	96	102	113	105	100
O=C(N/N=C\c1ccc(O)c(S(=O)(=O)O)c1)N/N=C/c1ccc(O)c(S(=O)(=O)O)c1	97	103	110	90	·	100	123	99
O=C1/C(=C/c2ccc(Cl)cc2)CN(Cc2cn(CCNc3ccnc4cc(Cl)ccc34)nn2)C/C1=C\c1ccc(Cl)cc1	-89*	-94*	-100*	-100*	6.6*	-100*	-95*	-60*
CCCCCCCCN(CCCCCCCC)CC(O)c1cc(Cl)ccc1OC (stereo not drawn)	96	52	72	55	62	92	73	88
CC(=O)N1N/C(=C2/C(C)=NC(=S)NC2c2ccccc2)CC1c1ccccc1O (stereo not drawn)	120	99	101	107	87	115	97	96

The list continues:
SMILES	TK-10	RXF 393	ACHN	A498	CAKI-1	OVCAR-3	OVCAR-5	OVCAR-8
CCCN1CCN(c2ccc3nc(-c4ccc5nc(-c6cc(OC)c(OC)c(OC)c6)[nH]c5c4)[nH]c3c2)CC1	125	16	96	·	105	77	116	76
COc1ccc(CNNC(=O)Cc2ccccc2)c(OC)c1OC	100	114	108	91	97	113	103	103
Cc1cc[n+](CC(=O)c2ccc([N+](=O)[O-])cc2)cc1	·	101	109	84	107	89	113	109
O=C(NNc1nc(N2CCCC2)nc(N2CCCC2)n1)c1ccccc1	114	116	102	102	116	108	100	104
COc1nc(OC)nc(-c2cc(-c3c(Cl)cccc3Cl)no2)n1	101	108	117	84	99	111	113	106
CC1Cc2c(N(C)C)ncnc2N(C)c2ccc(Cl)cc21 (stereo not drawn)	32	43	47	-13*	25	5.1*	74	46
O=C1Nc2ccc(Br)cc2/C1=N/c1nc(-c2ccccc2)cs1	109	92	95	79	71	75	108	89
[N-]=[N+]=Nc1ncc(-c2ccc(C(F)(F)F)cc2)c(NC2CCCCCC2)n1	45[100 µM]	44[100 µM]	27[100 µM]	33[100 µM]	-15*[100 µM]	7.6*[100 µM]	65[100 µM]	37[100 µM]
COc1cc2c3c(n(CCCNC4CCCCC4)c(=O)c2cc1OC)-c1cc2c(cc1C3=O)OCO2	-95*	77	-6.1*	86	74	·	-86*	-67*
O=C(C[n+]1cccc2ccccc21)c1ccc2ccccc2c1	·	100	97	83	96	95	92	107
COc1ccc2[nH]c(=O)cc(-n3ncc(/C(C)=N/Nc4ccc(C(=O)O)cc4)c3C)c2c1	105	116	100	119	96	109	109	110
